PNC assembly inh: blocks assembly of the perinucleolar compartment | PC3M PTB-GFP, PNC prevalence imaging, 16 h; hits give low values | activity change (PNC), negative = inhibition, % at 10 µM | 140,000 compounds, 3.1% hits;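 active = readout at or below -70, meaning at least 70% loss of cells showing the perinucleolar compartment, a nuclear body marking cancer cells; inconclusive = readout between -30 and a set limit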;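 also: plate controls were DMSO wells for no effect and camptothecin positive control wells for full effect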
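PC3M cells stably expressing PTB-GFP, 750–1000 cells/well, treated 16 h at 37 °C with compound (23 nl of library stock), in duplicate. After paraformaldehyde fixation and Hoechst stain, imaged at 20x; PNC prevalence scored by image analysis.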
ALOX12 inhib: inhibitors of human 12-lipoxygenase (ALOX12); purified 12-hLO, xylenol orange hydroperoxide absorbance; 150,000 compounds, 0.12% hits; Potency, µM (series often up to 57.1 µM), for the others: at the top dose activity change, negative = inhibition, most hits filed as inhibitors; P18054; also: potency is read from the fitted curve at half-maximal effect; nearly all actives have a fitted effect of over 55% in size; many of its hits are not listed in these tables
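Hydroperoxide formation by human 12-lipoxygenase from 40 uM arachidonic acid was followed colorimetrically via ferric-xylenol orange complex, using the 573/405 nm absorbance ratio. Enzyme concentration was 150 nM, with 30 min reaction at room temperature.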
IMPase cell inh: membrane-permeable compound that blocks inositol monophosphatase. P97697. CHO-M1 cells, IP1 accumulation, HTRF TR-FRET ratio. inhibition (IP1 accumulation), % at 46.1 µM. 120,000 tested, under 10 active; active = well fitted curve in the direction sought with a large enough effect in the signal ratio, not every such curve was filed as active; inconclusive = small, poorly fitted or top-dose-only effect, or a change in a side signal; inactive = no such curve, though single readings can be large or run the other way; the % refers to the signal ratio;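 also: cells stimulated with carbachol in lithium chloride buffer; plate controls were DMSO basal wells for no effect and reference inhibitor wells for full effect; higher means more IMPase inhibition seen as more IP1 and lower FRET ratio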
Target sequence (P97697 whole entry, looked up): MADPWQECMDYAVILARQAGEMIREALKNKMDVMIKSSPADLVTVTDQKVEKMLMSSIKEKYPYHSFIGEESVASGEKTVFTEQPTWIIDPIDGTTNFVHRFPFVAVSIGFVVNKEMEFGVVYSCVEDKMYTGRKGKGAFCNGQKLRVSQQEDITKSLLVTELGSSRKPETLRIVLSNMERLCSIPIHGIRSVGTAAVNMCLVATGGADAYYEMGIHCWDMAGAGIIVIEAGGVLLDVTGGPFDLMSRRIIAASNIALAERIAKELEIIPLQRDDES
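CHO-M1, 2000 cells/well, cultured 16–30 h; cpd up to 46 uM; carbachol (50 uM solution, stimulation buffer w/ 50 mM LiCl, pH 7.4), 30 min 37C; IP-One TR-FRET, 10 min RT; Ex 320/Em 665, 620; Hill-fit AC50.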
15-hLO-2 inh: 15-hLO-2 (ALOX15B) enzyme inhibition | O15296 | purified 15hLO-2, xylenol orange hydroperoxide absorbance | Potency, µM (doses to about 57.1 µM), for inactives: at the top dose activity change, negative = inhibition, actives largely listed as inhibitors | 110,000 compounds, 0.56% hits | AID 881; also: potency is read from the fitted curve at half-maximal effect; nearly all actives have a fitted effect of over 60% in size; many of its hits are not listed in these tables
Target sequence (O15296 whole entry, looked up): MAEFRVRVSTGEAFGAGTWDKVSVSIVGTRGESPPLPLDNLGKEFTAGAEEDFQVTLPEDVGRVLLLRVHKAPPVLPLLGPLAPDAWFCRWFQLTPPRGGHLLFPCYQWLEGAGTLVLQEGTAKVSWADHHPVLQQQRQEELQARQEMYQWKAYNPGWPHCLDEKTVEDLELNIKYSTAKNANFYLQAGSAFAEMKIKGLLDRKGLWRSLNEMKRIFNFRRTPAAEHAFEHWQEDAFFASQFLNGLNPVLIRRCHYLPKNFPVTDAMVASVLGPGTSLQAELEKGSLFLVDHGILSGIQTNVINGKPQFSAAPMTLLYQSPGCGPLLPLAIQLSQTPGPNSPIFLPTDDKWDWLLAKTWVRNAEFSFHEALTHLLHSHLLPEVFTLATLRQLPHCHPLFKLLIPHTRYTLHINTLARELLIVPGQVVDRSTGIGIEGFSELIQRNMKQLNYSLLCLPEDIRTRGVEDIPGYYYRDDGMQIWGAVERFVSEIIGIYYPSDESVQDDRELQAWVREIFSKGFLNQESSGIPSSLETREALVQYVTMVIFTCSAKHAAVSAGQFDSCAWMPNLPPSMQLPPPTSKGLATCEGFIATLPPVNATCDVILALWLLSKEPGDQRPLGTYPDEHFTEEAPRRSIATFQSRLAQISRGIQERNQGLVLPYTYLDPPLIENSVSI
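Enzyme 50 nM, AA 45 uM, 25 mM Hepes pH 7.5 + 0.01% Triton X-100; cpd preinc 15 min RT, rxn 90 min RT; stop/detect with 200 uM XO + 300 uM Fe(II) in 50 mM H2SO4, 30 min; A573/A405.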
An asterisk follows results filed as active; ? = inconclusive; . = no result given; [ ] = remark or other dose. Unless noted, calls follow the shape of the dose curve; as a rule, active = well fitted curve in the direction sought with a large enough effect; inconclusive = small, poorly fitted or top-dose-only effect, or another doubt; inactive = no such curve, though single readings can be large; an effect the other way counts as inactive or inconclusive. Unless noted, % is scaled to controls: 0 for no effect and ±100 for the full control effect. These rows are one share of the data, so the mix of outcomes need not match the whole.

SMILES,PNC assembly inh,ALOX12 inhib,IMPase cell inh,15-hLO-2 inh
CC(C)C(=O)Nc1ccc(NC(=O)c2cccc(F)c2)cn1,18,-4%,1,3%
CCC1=C2CC[C@H]3C(=O)N(CC(=O)OC)C(=O)[C@H]3[C@H]2[C@@]2(Cc3ccccc3)C(=NCCc3c[nH]c4ccccc34)OC(=O)N2C1=O,.,-3%,.,-4%
COCC(=O)Nc1cc(OC)c(Cl)cc1OC,?,5%,0,-4%
CCOCCc1c(O)nc(SCC(=O)NCc2ccco2)[nH]c1=O,?,-3%,1,0%
CCC(=O)N1CCCc2cc(S(=O)(=O)N3CCN(c4ncccn4)CC3)ccc21,-2,-11%,6,2%
COc1ccc(C2Nc3ccccc3C(=O)N2Cc2ccccc2)cc1CSc1ccccn1 (centres undefined),-19,-5%,-2,-10%
COC(=O)c1cc2sc(Cl)cc2n1Cc1nc(-c2cccc(C)c2)oc1C,25,9%,7,1%
N#C/C(=C\c1c(N2CCCCCC2)nc2ccccn2c1=O)C(=O)NC1CCS(=O)(=O)C1 (centres undefined),?,-1%,.,.
Cc1ccc(C)c2[nH]c(=O)c(CCNS(=O)(=O)c3ccccc3)cc12,4,-4%,9,-2%
CN1C2CCC1CC(OC(c1ccccc1)c1ccccc1)C2 (centres undefined),.,2%,.,21%
Cc1ccc(Cl)c(OCCCCN(C)Cc2ccccc2)c1,20,-3%,14,54%[activator]
O=C(CCCC(=O)NCC1CCCO1)NCC1CCCO1 (centres undefined),30,-4%,-8,0%
COC(=O)c1cc(OC)c(OC)cc1NC(=O)CSc1nnc(-c2cccnc2)n1C,7,1%,5,.
COCCNC(=S)N/N=C/c1c(C)[nH]c2ccccc12,?,-22%,.,.
CC(C)=CCc1c2c(c(O)c3c(=O)c(O)c(-c4ccccc4)oc13)C=CC(C)(C)O2,.,-2%,.,-4%
O=[N+]([O-])c1ccc(-n2nnnc2-c2ccccc2)c([N+](=O)[O-])c1,-15,2%,.,.
COc1ccc(CNC(=O)c2sc3nc4c(c(C(F)(F)F)c3c2N)CCC4)cc1OC,?,3%,.,.
COc1cccc(-c2cncnc2-n2ccnc2)c1,.,-3%,.,9%
CCCCc1cc(=O)oc2cc(OCC(=O)N(CC)CC)ccc12,-12,-1%,-2,3%
O=C(O)c1ccc(N[C@H](c2ccccc2)c2ccc3cccnc3c2O)cc1,.,-28%[11.4 µM],.,52%[activator][11.4 µM]
COc1ccc(CN(CC(=O)NC2CCCC2)C(=O)c2onc(C(N)=O)c2N)cc1,65,3%,-2,1%
COc1ccc(N2CCN(C(=O)C3CCC(Cn4c(=S)[nH]c5ccccc5c4=O)CC3)CC2)cc1 (centres undefined),?,-11%,-12,-6%
CCCCOC(=O)c1ccc(NC(=O)c2ccccc2OC)cc1,-13,-1%,.,.
O=C(COc1ncnc2ccccc12)NCc1ccc2c(c1)OCO2,?,1%,0,11%[2.29 µM]
CCC(=O)Nc1cccc(NC(=O)CSc2nnnn2Cc2ccccc2)c1,7,-2%,2,-2%
CCOC(=O)C1C(=O)C=C(c2ccc([N+](=O)[O-])cc2)CC1c1ccccc1 (centres undefined),-18,-6%,-1[1.84 µM],3%[11.4 µM]
CCNC(=O)CN(CCc1ccccc1)S(C)(=O)=O,?,4%,3,0%
Cc1nc(NC2CCCCC2)c2nc(-c3ccccc3)n(CCCN3CCCCC3C)c2n1 (centres undefined),.,-5%,.,41%[activator]
Cc1csc(NC(=O)CSc2nc3ccccc3s2)n1,13,-10%,2,-3%
O=C(c1ccco1)N1CCN=C1SCc1ccccc1Cl,-13,-3%,3,7%
CCc1nnc(NC(=O)CSc2nnc(-c3ccccc3O)n2-c2ccc(C)cc2C)s1,-17,-28%,2,4%
Cc1oc2c(cc(NS(=O)(=O)c3cccs3)c3ccccc32)c1C(=O)OC(C)C,?,-11%,7,.
O=C(COc1ccc(CO)cc1Cl)Nc1ccc(F)cc1,55,7%,5,-7%
CC(C)(C)c1ccc(NC(=O)NCc2ccco2)cc1,?,-3%,1,3%
COc1ccc(NC(=O)Cn2c(-c3ccccc3)cn(-c3ccc(C)cc3)c2=O)cc1,70,3%,5,-9%
Cc1nn(-c2ccccc2)c(C)c1/C=C/C(=O)OC(C)C(N)=O (centres undefined),8,-2%,2,.
COc1ccc(/C=N/NC(=O)c2nn(-c3ccc(C)c(C)c3)c(=O)c3ccccc23)cc1,?,0%,-7[1.84 µM],-6%[11.4 µM]
Cc1cc(C)c(NC(=O)/C=C\C(=O)O)c([N+](=O)[O-])c1,5,2%,4,?
CCOC(=O)c1cc(CC)sc1NC(=O)c1ccc([N+](=O)[O-])c(N2CCOCC2)c1,27,8%,.,.
CC1CCCCN1S(=O)(=O)c1ccc(N(C(=O)c2cnccn2)C(C(=O)NC2CCCCC2)c2cccs2)cc1 (centres undefined),-26,0%,-7,.
CCCC(=O)c1cn(CC(=O)OC)c2ccccc12,?,0%,1,-5%
Nc1cc(-c2cccc(Br)c2)nn1Cc1ccccc1,30,-4%,.,.
NS(=O)(=O)c1ccc(NC(=O)C2CCCO2)cc1 (centres undefined),25,1%,-1,-7%
O=C(CCCCn1c(=O)[nH]c2ccccc2c1=O)NC1CCN(Cc2ccccc2)CC1,17,-1%,.,.
COc1ccc2nc(SCC(=O)Nc3c(C)cccc3C)[nH]c2c1,-22,-4%,4,4%
COc1cccc(CNC(=O)c2cnc(-c3ccccn3)nc2C(F)(F)F)c1,14,-3%,-2,3%
O=c1[nH]cc(CS(=O)(=O)Cc2c[nH]c(=O)[nH]c2=O)c(=O)[nH]1,.,0%[11.4 µM],.,-6%[11.4 µM]
Cc1cccc2sc(NNC(=O)c3ccc4c(c3)OCCO4)nc12,10,-6%,.,.
O=C(N/N=C/c1cc(Br)cs1)c1ccccc1[N+](=O)[O-],-5,-2%,-4,.
CC1CCCCC1NC(=O)C1CCN(S(=O)(=O)c2ccc(-n3cnnn3)cc2)CC1 (centres undefined),22,-2%,?,-8%
O=C(CSc1nnc(-c2ccc(Cl)s2)o1)N1CCCc2ccccc21,33,-2%,-4,-4%
CCn1cc(CN(C)C(=O)/C=C/c2ccc([N+](=O)[O-])cc2)c(C)n1,?,-1%,-3,.
O=C(c1ccccc1)c1c(O)cc(-c2ccccc2)oc1=O,17,-2%,.,.
CCCn1c(N2CCN(CC(=O)c3c(C)n(C)c4ccc(OC)cc34)CC2)nc2c1c(=O)[nH]c(=O)n2C,46,0%,1,-8%
N#C/C(=C/c1ccccc1[N+](=O)[O-])C(=O)NCc1ccco1,?,1%,1,.
O=C(c1cnccn1)N1CCC2(CCN(Cc3ccncc3)CC2)CC1,.,-2%,.,-6%
CCNc1nc(N)nc(Oc2ccc(OCCOc3ccccc3)nn2)n1,12,2%,?,-6%
COc1ccccc1C(=O)Nc1nnc(-c2ccc3c(c2)CCCC3)o1,2,-1%,2,7%
NC(Cc1ccc(Oc2ccc(O)cc2)cc1)C(=O)O (centres undefined),?,-1%,.,.
CCn1c(SCC(=O)N/N=C/c2ccc(O)c(OC)c2)nc2ccccc21,12,0%,.,.

Molecules above with fluorine, in the order listed:
SMILES,PNC assembly inh,ALOX12 inhib,IMPase cell inh,15-hLO-2 inh
CC(C)C(=O)Nc1ccc(NC(=O)c2cccc(F)c2)cn1,18,-4%,1,3%
COc1ccc(CNC(=O)c2sc3nc4c(c(C(F)(F)F)c3c2N)CCC4)cc1OC,?,3%,.,.
O=C(COc1ccc(CO)cc1Cl)Nc1ccc(F)cc1,55,7%,5,-7%
COc1cccc(CNC(=O)c2cnc(-c3ccccn3)nc2C(F)(F)F)c1,14,-3%,-2,3%

Continued.
SMILES,PNC assembly inh,ALOX12 inhib,IMPase cell inh,15-hLO-2 inh
Cc1ccc(NC(=O)COc2nc(C)cs2)cc1,17,-2%,-15,-1%[2.29 µM]
CCOC(=O)CSc1nc2ccc(N3CCOCC3)cc2c(=O)n1Cc1ccccc1,27,-24%,-9,-1%
Cc1ccccc1-n1nc2c(c1NC(=O)c1c(-c3ccccc3Cl)noc1C)CS(=O)(=O)C2,?,4%,-1,-2%
CCOC(=O)c1ccc(NS(=O)(=O)c2cc(C)ccc2OC)cc1,12,-14%,1,3%
O=C(NNc1cccc(Cl)n1)c1ccc(Cl)cc1Cl,28,6%,-13,-10%
Cc1ccc(S(=O)(=O)N2CCN(C(=O)c3ccccc3)CC2)cc1,-10,-7%,7,5%
COc1ccc(Oc2ncc3nc(C)c(=O)n(C)c3n2)cc1,.,6%,.,2%
CCN=C(N)CSS(=O)(=O)O,.,1%[11.4 µM],.,-5%[11.4 µM]
CCc1cccc2c1NC(=O)[C@]21[C@@H]2C(=O)N(Cc3ccccc3)C(=O)[C@@H]2[C@@H]2CCCN21,31,-14%,-9,-6%
O=C(NCCOC(=O)c1cccs1)c1cccnc1,-12,-1%,0,4%
O=C(CCCn1c(=S)[nH]c2cc3c(cc2c1=O)OCO3)N1CCc2ccccc2C1,65,3%,3,-10%
CCOC(=O)CSc1nnc(NC(=O)c2cc([N+](=O)[O-])cc([N+](=O)[O-])c2)s1,53,-4%,.,.
NNC(=O)/C(=C\c1cccs1)NC(=O)c1ccccc1,-26,-2%,.,.
Cc1cc(F)ccc1NCC(=O)Nc1ccccc1Br,3,2%,-1,.
CC1=NN(S(=O)(=O)c2ccc(F)cc2)C(=O)c2ccccc2O1,57,4%,3,3%
CCCCNCCOc1ccccc1-c1ccccc1,-20,-5%,.,.
O=c1c(-c2ccco2)[n+]([O-])c2ccccc2n1OCc1ccccn1,-17,-11%,12,?
CC1(C)CC(=O)C([N+](=O)[O-])=C(NCCCC(=O)O)C1,?,12%,.,.
O=C(Nc1nc(-c2ccccc2)c(C(=O)c2ccccc2)s1)c1ccc(S(=O)(=O)N2CCCC2)cc1,-1,0%,-3,.
CC(C)OCCCNC(=O)CN1CCN(Cc2ccccc2Cl)C1=O,-28,-9%,-10,13%
CC(C)CC(=O)NCCNC(=O)c1cc(OCC(F)(F)F)ccc1OCC(F)(F)F,15,7%,-4,-2%
Cc1ccc(S(=O)(=O)NCC(=O)OC2CCOC2=O)cc1 (centres undefined),?,0%,-2,-3%
CC(C)(C)/C(O)=C(/C#N)c1nc2ccccc2[nH]1,-6,-4%,-6,9%
NC(=O)Nc1cccc2ccccc12,-105*,3%,.,.
Cc1cc(C)n2cc(CSc3nc4cc(Cl)ccc4o3)nc2n1,-22,2%,-11,4%
CCOc1ccc(-c2nc(-c3ccccc3)no2)cc1OCC,?,4%,1,9%
COc1ccc2c(C)cc(=O)oc2c1,.,0%,.,6%

Screens from PubChem BioAssay.
